Compound activity: PubChem, several laboratories
BAP1 block: human BAP1 deubiquitinase inhibition; Q92560; recombinant BAP1, Ub-AMC hydrolysis fluorescence kinetic; hits give low values; activity remaining (% of control), % at 20 µM; 72,000 tested, 0.48% active;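 active = activity remaining at or below 50% of control, provided the compound also passes the data quality filters; inactive = the rest, including low values that fail the filters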;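 note: 100% = DMSO wells rate and 0% = substrate alone blank rate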
Target sequence (Q92560 whole entry, looked up): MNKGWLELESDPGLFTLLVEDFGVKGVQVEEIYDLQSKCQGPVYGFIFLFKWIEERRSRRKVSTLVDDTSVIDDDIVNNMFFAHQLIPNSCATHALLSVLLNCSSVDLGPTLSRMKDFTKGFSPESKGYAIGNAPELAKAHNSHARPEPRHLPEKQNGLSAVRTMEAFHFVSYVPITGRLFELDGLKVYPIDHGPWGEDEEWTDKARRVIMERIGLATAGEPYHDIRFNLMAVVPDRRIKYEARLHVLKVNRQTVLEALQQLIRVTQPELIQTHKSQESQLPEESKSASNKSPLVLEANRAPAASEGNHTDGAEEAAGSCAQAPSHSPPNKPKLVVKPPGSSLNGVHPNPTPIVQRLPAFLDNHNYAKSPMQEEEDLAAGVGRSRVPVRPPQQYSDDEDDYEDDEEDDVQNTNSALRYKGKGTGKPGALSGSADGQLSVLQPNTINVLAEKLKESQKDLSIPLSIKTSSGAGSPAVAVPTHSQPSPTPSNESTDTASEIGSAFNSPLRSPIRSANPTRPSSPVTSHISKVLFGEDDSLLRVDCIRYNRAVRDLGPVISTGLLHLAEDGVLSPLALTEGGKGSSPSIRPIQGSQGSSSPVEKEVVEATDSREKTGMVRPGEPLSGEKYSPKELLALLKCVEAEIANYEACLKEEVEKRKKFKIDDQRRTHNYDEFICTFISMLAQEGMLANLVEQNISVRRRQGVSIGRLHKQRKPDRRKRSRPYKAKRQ
HePTP inh: inhibitors of human HePTP phosphatase | 110,000 tested, 0.64% active | recombinant HePTP phosphatase activity, OD absorbance | P35236 | inhibition, % at 20 µM; in the data active = inhibition above about 50%;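 note: plate controls were vehicle for no effect and reference inhibitor for full effect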
Target sequence (P35236 whole entry, looked up): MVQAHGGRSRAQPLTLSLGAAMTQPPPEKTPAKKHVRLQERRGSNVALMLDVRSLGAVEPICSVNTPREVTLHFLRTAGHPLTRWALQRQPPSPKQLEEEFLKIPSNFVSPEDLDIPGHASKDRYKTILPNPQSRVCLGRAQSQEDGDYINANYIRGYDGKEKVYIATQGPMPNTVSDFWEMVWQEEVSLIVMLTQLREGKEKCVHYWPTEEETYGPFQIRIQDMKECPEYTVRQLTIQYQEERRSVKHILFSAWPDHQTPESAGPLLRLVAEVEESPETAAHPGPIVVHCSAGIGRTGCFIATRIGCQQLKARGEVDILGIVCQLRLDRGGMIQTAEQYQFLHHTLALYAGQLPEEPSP
Starred values were filed as active, the others as inactive; · = not tested or not shown; & = joins results of further samples.

cpd	BAP1 block	HePTP inh	Compound
1	·	4	CCn1nnnc1-c1ccc(OC)c(S(=O)(=O)Nc2ccc(F)cc2)c1
2	·	5	COc1ccc(OC(C)C(=O)NCCc2ccccc2)cc1 (stereo unspecified)
3	·	5	Cc1cc(C)n(-c2cc(N3CCOCC3)nc(C)n2)n1
4	109	8	COc1ccc(C2SCCN2S(=O)(=O)c2ccc(F)cc2)cc1OC (stereo unspecified)
5	92	-7	Cc1ccc(C2C3=C(CC(C)(C)CC3=O)Nc3[nH]c(=S)[nH]c(=O)c32)cc1 (stereo unspecified)
6	·	5	Nc1nncn1C(=O)COc1ccccc1
7	93	-3	CCOC(=O)CSc1nc(NCc2ccco2)c2ccccc2n1
8	57	5	Cc1ccc(-n2c(C)cc(C3N=C(N)Nc4nc5ccccc5n43)c2C)c(C)c1 (stereo unspecified)
9	·	-20	COc1ccc(OC)c(C2C(C(=O)OCCc3ccccc3)=C(C)NC3=C2C(=O)CC(C)(C)C3)c1 (stereo unspecified)
10	·	1	Cc1ccc(-c2nc3cc(NC(=O)c4ccccc4I)ccc3o2)c(C)c1
11	·	10	Cc1ccc(-c2cc(C(=O)Nc3ccc(Br)cc3)c3ccccc3n2)o1
12	89	0	CC(C)=CC(=O)Nc1nnc(-c2cccnc2)s1
13	150	4	COCCn1c(C)cc(C(=O)CSc2nc(C)cc(C)c2C#N)c1C
14	·	8	O=C(Nc1cccc([N+](=O)[O-])c1)C1COc2ccccc2O1 (stereo unspecified)
15	72	9	COc1ccc(NC(=O)C=C(C)C)cc1Cl
16	·	-6	CCC(=O)N1CCc2cc(Br)cc(S(=O)(=O)NCCN3CCOCC3)c21
17	106	4	NC(=O)CSc1nnc(-c2ccc(O)cc2)n1Cc1ccco1
18	88	6	COc1ccc(OC)c(-n2c(C)nc3cc(C(=O)O)ccc32)c1
19	94	·	c1ccc(CCNc2c3c(nc4ccccc24)CCC3)cc1
20	276	·	C=CCSc1nc(C)c2cc(C)ccc2n1
21	93	5	N#CC1=C(N)Oc2n[nH]c(-c3ccccc3)c2C1c1ccncc1 (stereo unspecified)
22	·	-5	O=C1CS/C(=N\N=C/c2ccc(OCc3c(F)cccc3Cl)cc2)N1
23	·	-9	CN(/N=C/c1cccc(Oc2ccccc2)c1)c1ccccc1
24	112	-1	CN(CC(=O)NCc1ccc2c(c1)OCO2)S(=O)(=O)c1ccc(Br)s1
25	·	1	O=C(Nc1ccc2c(c1)OCO2)c1nn2c(c1Cl)NC(c1ccc(Br)cc1)CC2C(F)(F)F (stereo unspecified)
26	107	6	O=C(c1ccc(N2CCOCC2)nc1)N1CCCCC1
27	94	-1	CCn1ncc(C2=NOC(C(=O)NCCc3ccccc3)C2)c1C (stereo unspecified)
28	86	-6	c1ccc(-n2ncc3c(N4CCN(c5ccccn5)CC4)nc(N4CCCCC4)nc32)cc1
29	92	-4	O=C(O)CCCNC1=NCCC1
30	·	-14	COc1ccc(NC(=O)CCN2C(=O)/C(=C\c3ccc(C)cc3)SC2=S)cc1
31	100	1	CC1CCCC(C)N1C(=O)CN1C(=O)C(C)(C)Oc2ccc(C(=O)NC3CCCC3)cc21 (stereo unspecified)
32	75	1	Cc1noc(C)c1CN1C(=O)NC2(CCc3ccccc3C2)C1=O (stereo unspecified)

The closing 2 compounds of the part before come first, to join the parts:
cpd	BAP1 block	HePTP inh	Compound
31	100	1	CC1CCCC(C)N1C(=O)CN1C(=O)C(C)(C)Oc2ccc(C(=O)NC3CCCC3)cc21 (stereo unspecified)
32	75	1	Cc1noc(C)c1CN1C(=O)NC2(CCc3ccccc3C2)C1=O (stereo unspecified)
33	·	6	CCOC(=O)c1c(NC(=S)NC(=O)c2ccc(OC)cc2)sc(C)c1C
34	75	7	Cc1ccc2[nH]c(=O)c(CN(Cc3ccccc3Cl)C(=O)N3CCOCC3)cc2c1
35	·	-1	CCCCCC(=O)Nc1ccc(N2CCN(C(=O)CCC)CC2)cc1
36	84	-1	CCOC(=O)c1[nH]c(COC(=O)c2ccccc2NC(=O)c2ccco2)c(C(=O)OCC)c1C
37	86	·	CCCOC(=O)C1=C(C)NC2=C(C(=O)CCC2)C1c1cccc2ccccc12 (stereo unspecified)
38	93	-4	Oc1oc(-c2ccccc2)nc1C=NCc1ccncc1
39	68	2	O=C(NCc1ccc(N2CCCC2=O)cc1)Nc1ccccc1
40	·	-6	Cc1noc(NS(=O)(=O)c2ccc(NC(=O)CCCOc3ccc(Cl)cc3Cl)cc2)c1C
41	·	4	COC(=O)c1ccccc1NC(=O)CNc1cc(Cl)ccc1N1CCOCC1
42	109	9	CC(C)OCCCNC(=O)CNC(=O)c1cccs1
43	·	-8	COc1ccc(-c2nc(-c3cccnc3)no2)cc1OC
44	·	6	COc1ccc(C(=O)NC(=S)N2CCCCCC2)cc1
45	·	6	Cc1nnc(SCC(=O)Nc2nc3ccccc3s2)s1
46	134	15	CC(=O)SCCC(=O)Nc1ccccc1
47	·	-6	COCCCNC(=O)Cc1ccccc1[N+](=O)[O-]
48	97	1	Clc1ccc(Cc2nnc(-c3cccs3)o2)cc1
49	·	5	CC(C)C(NC(=O)/C=C/c1ccc2c(c1)OCO2)C(C)C
50	84	6	CCOC(=O)Cn1nnnc1CN(Cc1ccccc1)Cc1cc2cc(CC)ccc2[nH]c1=O
51	95&91	6&-6	O=C(NCC1COc2ccccc2O1)c1ccco1 (stereo unspecified)
52	102	8	COc1ccc(C(=O)Nc2nc3nc(-c4ccccc4)cc(=O)n3[nH]2)cc1
53	·	0	Ic1ccc(OCCCn2ccnc2)cc1
54	97	-4	O=C(NCc1cccnc1)c1noc2c1CCCCC2
55	78	13&3	Cc1ccc(C(O)c2nc3ccccc3n2C(C)C)cc1 (stereo unspecified)
56	106	2	Cc1cc(=O)c2c(C)nn(-c3ccccc3)c2[nH]1
57	·	-6	O=C1OC(c2ccc(Cl)cc2)=C/C1=C\c1ccccc1
58	·	13	C=CCOc1ccc(/C=C2\C(=O)NC(=S)N(c3ccc(Cl)cc3)C2=O)cc1OC
59	·	-2	O=C(NC1CCN(C(=O)N2c3ccccc3Sc3ccccc32)CC1)c1ccco1
60	88	-5	CS(=O)(=O)N(CCc1ccccc1)CC(=O)N1CCN(Cc2ccc3c(c2)OCO3)CC1
61	·	9	O=C(Cc1ccccc1Cl)c1ccc(O)cc1O
62	82	4	C=CCn1c(N)cc(=O)nc1SCC(=O)Nc1ccccc1
63	113	-1	COc1ccc(C(=O)N2CCC(n3c(C)nc4cc(F)ccc43)CC2)cc1OC
64	88	12	O=C(CNC(=O)c1cc2ccccc2o1)NCc1cccs1

Arranged by value in HePTP inh (ascending): some entries from above
cpd	BAP1 block	HePTP inh	Compound
57	·	-6	O=C1OC(c2ccc(Cl)cc2)=C/C1=C\c1ccccc1
60	88	-5	CS(=O)(=O)N(CCc1ccccc1)CC(=O)N1CCN(Cc2ccc3c(c2)OCO3)CC1
59	·	-2	O=C(NC1CCN(C(=O)N2c3ccccc3Sc3ccccc32)CC1)c1ccco1
62	82	4	C=CCn1c(N)cc(=O)nc1SCC(=O)Nc1ccccc1
64	88	12	O=C(CNC(=O)c1cc2ccccc2o1)NCc1cccs1

(cont.)
cpd	BAP1 block	HePTP inh	Compound
65	·	12	Cc1cc(/C=c2/sc3nc4ccccc4n3c2=O)c(C)n1-c1ccccn1
66	90	7	CCn1cc(C(=O)Nc2ccc(-n3cnnn3)c(OC)c2)c(=O)c2ccc(C)nc21
67	·	2	Cc1ccc(C(=O)NC2CC(C)(C)NC(C)(C)C2)c(C)c1
68	·	1	Cc1cc(NC(=O)CN2CCN(c3ncccn3)CC2)no1
69	·	8	COc1cc(/C=c2/sc3nc4cc(C)c(C)cc4n3c2=O)ccc1OCc1ccccc1
70	86	9	COc1ccc(CCNC(=O)CCCn2c(SCC#N)nc3ccccc3c2=O)cc1OC
71	50	-13	COC(=O)c1c(C)oc2ccc(NS(=O)(=O)c3cccc([N+](=O)[O-])c3)cc12
72	·	-3	CC1=C(C(=O)OCc2ccccc2)C(c2ccccn2)C2=C(CCCC2=O)N1 (stereo unspecified)
73	110	10	O=C(Nc1ccc(F)cc1F)c1cccnc1
74	108	·	Cc1ccc(N2C(=O)CSC2c2ccc([N+](=O)[O-])cc2)c(Br)c1 (stereo unspecified)
75	·	2	Cc1ccc(-c2nnc3s/c(=C\c4ccccc4)c(=O)n23)cc1
76	·	-18	COc1cc(NC(=O)c2cc(C(F)(F)F)cc(C(F)(F)F)c2)c(OC)cc1NC(C)=O
77	·	-11	O=C1CCCC/C1=C\Nc1ccc([N+](=O)[O-])cc1Br
78	·	7	COc1ccc(C2=C/C(=C\c3ccc(OC(C)=O)cc3OC(C)=O)C(=O)O2)cc1
79	·	2	CCOC(=O)c1c(NC(=O)c2cccc(Cl)c2)sc(C(=O)Nc2ccccc2C(F)(F)F)c1C
80	97	9	Cc1nn(-c2ccc(F)cc2)c2sc(C(=O)N3CCCCCC3)cc12

Among those listed so far, these have a COOH group.
cpd	BAP1 block	HePTP inh	Compound
18	88	6	COc1ccc(OC)c(-n2c(C)nc3cc(C(=O)O)ccc32)c1
29	92	-4	O=C(O)CCCNC1=NCCC1

The list goes on:
cpd	BAP1 block	HePTP inh	Compound
81	·	-8	CCCOc1ccc(/C=C2/C(=O)NC(=O)N(c3ccc(OCC)cc3)C2=O)cc1OC
82	·	0	COc1ccc(C(=O)NC2CC2)cc1OC
83	90	5	CCOC(=O)c1ccccc1Nc1cc(C)nc2nc(C)nn12
84	99	-12	CCCn1c(SCC(=O)Nc2nc3c(s2)CCCC3)nc2c1c(=O)n(C)c(=O)n2C
85	·	-5	N#CC(C(=O)Nc1ccccn1)=C1CCCCCC1
86	95	6	Cc1ccc(S(=O)(=O)NCCCCCC(=O)NC(C)(C)CO)cc1
87	·	6	CCOC(=O)c1sc(Nc2nc3c(OC)cccc3s2)nc1C
88	144	·	Cc1nnc2n1N=C(c1ccc(Cl)cc1)CS2

Some of these compounds in order of molar mass, rising.
cpd	BAP1 block	HePTP inh	Compound
87	·	6	CCOC(=O)c1sc(Nc2nc3c(OC)cccc3s2)nc1C
81	·	-8	CCCOc1ccc(/C=C2/C(=O)NC(=O)N(c3ccc(OCC)cc3)C2=O)cc1OC
84	99	-12	CCCn1c(SCC(=O)Nc2nc3c(s2)CCCC3)nc2c1c(=O)n(C)c(=O)n2C

More compounds:
cpd	BAP1 block	HePTP inh	Compound
89	105	9	O=C1CC(c2ccc(F)c(Br)c2)C2=C(CCCC2=O)N1 (stereo unspecified)
90	98	-10	COc1ccc(CNC(=O)c2ccc(=O)oc2)cc1OC
91	94	2	O=C(c1csc2ccccc12)N1CCCCCC1
92	103	7	c1ccc2c(c1)Cn1nnnc1-2
93	·	2	CSc1nnc2c3c4c(sc3nc(-n3nc(C)cc3C)n12)COC(C)(C)C4
94	·	-17	CCCCOC(=O)c1ccc(NC(=O)c2ccc(OC)c(Br)c2)cc1
95	·	-7	Cc1cc(Cl)cc(C(=O)Nc2ccc([N+](=O)[O-])cc2Cl)c1O
96	73	2	CCOC(=O)Cc1cc(=O)n2[nH]c(C)cc2n1
97	101	-5	O=c1c2ccccc2c2ccccc2c(=O)n1Cc1cccnc1
98	94	-9	CCSc1nc(O)c(CC)c(=O)n1C(C)CC (stereo unspecified)
99	·	-3	COc1ccccc1/C=C/C(=O)c1ccc(-c2ccccc2)cc1
100	·	7	COc1ccc(N(CC(=O)NCC(C)C)S(=O)(=O)c2ccc(C)cc2)cc1
101	·	11	COC(=O)c1ccc(C(=O)Nc2cc(Cl)ccc2Cl)cc1NC(=O)COc1ccc(F)cc1
102	92	-6&6	O=C(c1ccc(Cl)cc1)c1ccccc1C(=O)N1CCOCC1
103	·	1	COc1ccc(OC)c(NC(=O)c2ccc3c(c2)C(=O)N(c2ccc(Cl)cc2)C3=O)c1
104	86	2	O=C1NC(c2ccncc2)Nc2sc3c(c21)CCCC3 (stereo unspecified)
105	·	103*	O=C(NCc1ccco1)c1cc(-c2ccco2)nc2ccccc12
106	167	·	CCCOC(=O)c1ccc(NC(=O)c2ccc(OC)cc2)cc1
107	·	-2	O=C(NN1C(=O)/C(=C/C=C/c2ccccc2[N+](=O)[O-])SC1=S)c1ccccc1Br
108	93	4	COc1ccccc1CNC(=O)C(NC(=O)C1CCCCC1)C(C)C (stereo unspecified)
109	56	14	Cc1cc(/C=C(/C#N)c2cccc(F)c2)c(C)n1-c1cccnc1
110	88	-1	CCn1nc(NC(=O)c2ccncc2)c2cc3cccc(C)c3nc21
111	92	2	Cc1cc(NC(=O)CSc2nc3c(c(=O)n2-c2ccccc2)SC(C)C3)no1 (stereo unspecified)
112	122	6	O=C(CSc1n[nH]c(-c2ccncc2)n1)Nc1ccccn1
113	118	-7	Cc1cc(-c2ccco2)n(CC(=O)O)n1
114	124	8	Cn1c(CN2CCOCC2)nc2cc(NC(=O)c3ccc(F)cc3)ccc21
115	·	-4	Cn1c(=O)[nH]c(=O)c2c1nc(N1CCCCCC1)n2Cc1cccc2ccccc12
116	67	6	CCOC(=O)N1CCN(c2nc(N(c3ccccc3)c3ccccc3)nc(-n3ccnc3)n2)CC1
117	·	1	COc1ccc([N+](=O)[O-])cc1NC(=O)C1CCCCC1C(=O)O (stereo unspecified)
118	91	-6	Cc1ccc(-c2cn(S(=O)(=O)c3cccc4nsnc34)nc2N)cc1
119	·	-9	CNC(=O)/C(=C/c1cccc([N+](=O)[O-])c1)NC(=O)c1ccc(OC)cc1
120	134	8	COc1ccc(CNc2cc(C)nc3ncnn23)c(OC)c1
121	·	-8	CCc1nnc(NC(=O)c2cc(-c3ccc(OC)cc3)nc3ccccc23)s1
122	·	2	COc1ccc(/C=N/S(=O)(=O)c2cccs2)cc1
